DNMT1 inh: DNMT1 (human) enzyme inhibition | actives 0.83% (n = 360,000) | inhibition (reported as % activation of signal), % at 10 µM | DNMT1 molecular beacon, Hinp1I cleavage, fluorescence | P26358; in the data active = inhibition above about 50%
LMPTP inh: blocks human LMPTP phosphatase | P24666 | recombinant LMPTP-A, OMFP fluorogenic substrate, fluorescence intensity | inhibition, % at 20 µM | actives 0.22% (n = 360,000);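 active = compounds that cut the enzyme signal by at least half of the control window in the single-dose screen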;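 also: plate controls were DMSO wells with enzyme plus substrate for no effect and substrate without enzyme for full effect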
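Test system: LMPTP-A phosphatase enzyme. Amount: LMPTP-A at 0.625 nM final in the reaction. Reagent: OMFP substrate, 400 µM final. Times: 50 min at room temperature. Signal: endpoint fluorescence intensity from OMFP dephosphorylation. Read-out basis: % inhibition. Benchmarks: no-enzyme and uninhibited controls.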
NadD inh: NadD (S. aureus) enzyme inhibition | purified NadD enzyme, colorimetric absorbance read-out | inhibition, % at 20 µM | actives 0.78% (n = 360,000) | AID 602399; in the data active = inhibition above about 26%; also: some compounds past the cut are filed as inactive
STEP inh: STEP (human) phosphatase inhibition | inhibition, % at 20 µM | actives 0.25% (n = 360,000) | AID 588621 | P54829 | recombinant STEP, OMFP fluorogenic substrate, fluorescence;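 active = inhibition at 20 µM, scaled per plate between control wells, above about 37%, limit read from the data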;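 also: 0% = DMSO with enzyme and substrate and 100% = substrate only without enzyme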
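System: isolated STEP enzyme; schedule: 20 min enzyme reaction at room temperature, protected from light; medium: Bis-Tris buffer pH 6.0, 2.5 mM DTT, 0.005% Tween 20; signal: fluorescence, 480/540 nm; dosing: single compound dose of 20 µM, 1% DMSO final; also added: OMFP substrate, 25 µM final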
SUMO1-SIM PPI: SUMO1-SIM interaction modulation; actives 0.33% (n = 360,000); SUMO1 binding to a labelled peptide, TR-FRET, 1 h; P63165; inhibition, % at 20 µM; in the data active = inhibition above about 37%
Rpn11 block: Rpn11 (human) deubiquitinase inhibition; O00487; human 26S proteasome, Ub4-pepOG fluorescence polarization; 20S core pre-blocked with epoxomicin; calls only at 20 µM; actives 0.59% (n = 360,000); AID 588493;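 active = inhibition at 20 µM, scaled to each plate's controls, above about 33%, limit read from the data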
Scp1 inh: blocks human Scp-1 phosphatase activity; Recombinant Scp1, phosphopeptide, malachite green phosphate absorbance; inhibition, % at 20 µM; actives 0.88% (n = 340,000); Q9GZU7;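 active = inhibition above about 50% at 20 µM, limit read from the data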;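 also: plate controls were DMSO wells with enzyme for no effect and wells lacking enzyme for full effect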
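Incubation: 45 min enzyme reaction at room temperature / System: truncated SCP-1 phosphatase (76-261aa) / Reagent: Phospho 17-mer peptide substrate / Buffer or medium: Acidic Tris acetate buffer with magnesium and detergent / Signal: absorbance at 630 nm / Doses: one concentration, 20 µM, with 1.0% DMSO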
Neddylation inh: cullin neddylation inhibition; P61081+Q13564; TR-FRET cullin neddylation, biochemical; calls only at 25 µM; actives 0.58% (n = 360,000); AID 651699; in the data active = inhibition above about 36%
Rin1-Abl PPI inh: human Rin1-Abl interaction inhibition. P00519+Q13671. TR-FRET Rin1/Abl binding, biochemical. inhibition, % at 7.35 µM. actives 0.4% (n = 360,000). AID 588664; in the data active = inhibition above about 5%, passing the limit was not always enough
Target sequence (P00519 whole entry, looked up): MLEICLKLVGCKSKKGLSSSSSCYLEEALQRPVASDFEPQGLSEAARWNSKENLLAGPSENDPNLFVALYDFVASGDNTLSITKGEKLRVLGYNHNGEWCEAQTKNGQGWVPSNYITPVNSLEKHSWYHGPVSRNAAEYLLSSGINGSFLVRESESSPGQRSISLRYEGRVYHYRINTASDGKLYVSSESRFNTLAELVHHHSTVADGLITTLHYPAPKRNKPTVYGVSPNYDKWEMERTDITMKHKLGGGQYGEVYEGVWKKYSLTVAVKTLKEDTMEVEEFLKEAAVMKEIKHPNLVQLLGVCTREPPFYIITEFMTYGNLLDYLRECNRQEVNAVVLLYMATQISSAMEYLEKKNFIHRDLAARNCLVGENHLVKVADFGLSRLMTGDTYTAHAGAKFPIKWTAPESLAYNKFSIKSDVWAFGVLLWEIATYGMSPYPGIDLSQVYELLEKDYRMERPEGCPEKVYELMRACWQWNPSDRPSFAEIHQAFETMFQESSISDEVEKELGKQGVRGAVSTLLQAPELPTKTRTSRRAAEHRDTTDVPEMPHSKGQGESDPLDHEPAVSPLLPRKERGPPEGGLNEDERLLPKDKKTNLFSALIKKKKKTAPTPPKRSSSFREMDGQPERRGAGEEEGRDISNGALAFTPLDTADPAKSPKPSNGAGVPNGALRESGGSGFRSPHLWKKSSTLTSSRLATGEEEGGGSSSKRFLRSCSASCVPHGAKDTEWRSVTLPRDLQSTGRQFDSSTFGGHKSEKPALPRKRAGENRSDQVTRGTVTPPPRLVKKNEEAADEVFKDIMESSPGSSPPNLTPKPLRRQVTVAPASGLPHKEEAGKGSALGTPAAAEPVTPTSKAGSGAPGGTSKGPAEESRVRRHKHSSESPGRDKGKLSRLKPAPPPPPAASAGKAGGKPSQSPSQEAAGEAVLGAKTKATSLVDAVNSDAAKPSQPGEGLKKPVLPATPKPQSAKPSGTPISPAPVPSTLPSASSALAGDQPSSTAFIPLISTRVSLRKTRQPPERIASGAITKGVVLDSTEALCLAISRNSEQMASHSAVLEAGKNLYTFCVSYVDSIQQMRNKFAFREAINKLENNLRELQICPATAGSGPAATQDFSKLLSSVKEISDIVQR
Target sequence (Q13671 whole entry, looked up): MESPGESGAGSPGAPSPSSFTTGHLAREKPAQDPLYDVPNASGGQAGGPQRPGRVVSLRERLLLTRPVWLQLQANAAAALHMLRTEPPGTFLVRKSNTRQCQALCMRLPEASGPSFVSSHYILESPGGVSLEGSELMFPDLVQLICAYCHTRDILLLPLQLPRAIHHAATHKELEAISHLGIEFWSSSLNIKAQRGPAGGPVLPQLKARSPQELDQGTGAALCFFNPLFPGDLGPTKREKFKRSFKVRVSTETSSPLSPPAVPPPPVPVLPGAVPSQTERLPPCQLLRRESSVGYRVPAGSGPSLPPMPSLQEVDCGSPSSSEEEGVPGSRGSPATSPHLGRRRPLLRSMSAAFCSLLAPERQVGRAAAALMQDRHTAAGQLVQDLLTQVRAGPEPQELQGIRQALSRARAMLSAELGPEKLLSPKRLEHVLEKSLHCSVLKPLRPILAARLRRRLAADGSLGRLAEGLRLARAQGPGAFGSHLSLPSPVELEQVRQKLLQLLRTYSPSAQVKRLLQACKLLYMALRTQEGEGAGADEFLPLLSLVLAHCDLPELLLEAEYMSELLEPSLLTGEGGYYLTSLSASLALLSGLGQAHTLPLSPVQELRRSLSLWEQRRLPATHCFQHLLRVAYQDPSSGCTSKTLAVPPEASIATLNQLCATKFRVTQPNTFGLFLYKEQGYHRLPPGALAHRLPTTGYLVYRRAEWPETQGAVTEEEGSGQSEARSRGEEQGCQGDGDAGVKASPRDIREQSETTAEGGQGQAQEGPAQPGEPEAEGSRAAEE
CSN inh: CSN deneddylation inhibition; Q92905; Purified CSN, SCF-Nedd8-OG deneddylation, fluorescence polarization; inhibition, % at 12.5 µM; actives 0.38% (n = 360,000); AID 651999;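 active = pattern-corrected inhibition above about 35%, with an unprinted fluorescence ratio check between 0.5 and 1.5, limit read from the data, passing the limit was not always enough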;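 also: 0% = enzyme with substrate and 100% = substrate without enzyme; some results filed as inactive read as strong as hits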
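Schedule: reaction 90 min, room temperature / Assay system: HEK293T-derived human Csn5 enzyme / Input: Csn5 at 0.24 nM final / Measure: inhibition of Csn5 cleavage, % / Control set: substrate-only high control, full reaction low control / Technique: fluorescence polarization of the substrate / Buffer or medium: Tris/NaCl/DTT buffer, pH 7.5 / Reagent: SCFSkp2-Nedd8OG substrate at 10 nM final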
The depositor's hits bear a star; i = inactive; . = no result given; + = active, no number; & = joins results of further samples.

SMILES	DNMT1 inh	LMPTP inh	NadD inh	STEP inh	SUMO1-SIM PPI	Rpn11 block	Scp1 inh	Neddylation inh	Rin1-Abl PPI inh	CSN inh
O=C(NCc1cccnc1)c1c[nH]c2cc3c(cc2c1=O)OCCO3	0	-0.9	-1	2	2	i	-11	i	1	3
Cn1c(=O)[nH]c2sc3c(c2c1=O)CC(C)(C)OC3	3	-3.0	-4	-4	3	i	-7	i	2	-3
CCC(c1nnnn1C1CCCC1)N1CCN(c2ccccc2F)CC1 (stereo not drawn)	9	0.5	-1	1	2	i	-2	i	-2	-3
COc1ccc(Oc2nnc(-c3ccc(C)cc3)c3ccccc23)cc1	-2	0.2	2	3	-19	i	8	i	-2	2
Cc1cccc(NC(=O)COC(=O)c2cccs2)c1C	2	-1.3	-2	2	-1	i	-5	i	1	-2
Cc1cc(/C=C2\C(=N)N3N=C(S(C)(=O)=O)SC3=NC2=O)c(C)n1Cc1ccccc1	6	0.8	28	2	7	i	20	+	-3	2
CC(C)(C)c1nn(-c2ccccc2)c2nc(Cl)c(C=O)cc12	23	-0.6	-3	0	-6	i	-8	i	-1	5
O=S(=O)(c1cc(Cl)cc(Cl)c1)N1CCC2CC1c1cc(Cl)ccc12 (stereo not drawn)	5	1.9	2	9	3	i	-8	i	-1	-2
CN1CCc2c(sc(NC(=O)c3ccc(C(=O)c4ccccc4)cc3)c2C(N)=O)C1	3	-2.6	4	12	-10	.	1	i	0	12
CC(C)(C)C(=O)Nc1sc2c(c1-c1nc3ccccc3[nH]1)CCCC2	0	1.6	7	8	1	i	0	.	4	-3
CC(C)C[C@@H](COc1ccccc1)N1CCN(CCc2ccccc2)CCC1=O	-7	0.9	-2	-1	1	i	-8	i	2	-7
COc1cc(Cl)c(C)cc1NC(=O)COC(=O)/C=C/c1c(C)nn(C2CCS(=O)(=O)C2)c1Cl (stereo not drawn)	-3	-1.4	-6	-3	0	i	-15	i	-1	1

Part of the list above, with each value named.
SMILES: Cn1c(=O)[nH]c2sc3c(c2c1=O)CC(C)(C)OC3
  DNMT1 inh: 3	LMPTP inh: -3.0	NadD inh: -4	STEP inh: -4	SUMO1-SIM PPI: 3	Rpn11 block: i	Scp1 inh: -7	Neddylation inh: i	Rin1-Abl PPI inh: 2	CSN inh: -3

SMILES: CCC(c1nnnn1C1CCCC1)N1CCN(c2ccccc2F)CC1 (stereo not drawn)
  DNMT1 inh: 9	LMPTP inh: 0.5	NadD inh: -1	STEP inh: 1	SUMO1-SIM PPI: 2	Rpn11 block: i	Scp1 inh: -2	Neddylation inh: i	Rin1-Abl PPI inh: -2	CSN inh: -3

SMILES: COc1ccc(Oc2nnc(-c3ccc(C)cc3)c3ccccc23)cc1
  DNMT1 inh: -2	LMPTP inh: 0.2	NadD inh: 2	STEP inh: 3	SUMO1-SIM PPI: -19	Rpn11 block: i	Scp1 inh: 8	Neddylation inh: i	Rin1-Abl PPI inh: -2	CSN inh: 2

SMILES: Cc1cccc(NC(=O)COC(=O)c2cccs2)c1C
  DNMT1 inh: 2	LMPTP inh: -1.3	NadD inh: -2	STEP inh: 2	SUMO1-SIM PPI: -1	Rpn11 block: i	Scp1 inh: -5	Neddylation inh: i	Rin1-Abl PPI inh: 1	CSN inh: -2

(listing goes on)
SMILES	DNMT1 inh	LMPTP inh	NadD inh	STEP inh	SUMO1-SIM PPI	Rpn11 block	Scp1 inh	Neddylation inh	Rin1-Abl PPI inh	CSN inh
COc1ccc(C)cc1S(=O)(=O)Nc1cccc(Cl)c1	-6	1.5	-5	1	1	i	-5	i	-1	-3
COc1ccc(-c2nc3c(c(SCC(=O)N4CCOCC4)n2)Cc2c(CO)cnc(C)c2O3)cc1	0	-0.8	0	-1	-9	i	1	i	1	4
CCOc1nc(-c2ccccc2)ccc1-c1noc(COc2ccccc2)n1	-5	-0.7	11	10	-1	i	-9	i	2	6
O=c1/c(=C/c2ccccn2)sc2nc3ccccc3n12	39	4.2	-3	-5	-3	i	0	i	0	-1
O=C(CCN1C(=O)C2C3CC(C(Br)C3Br)C2C1=O)OCC(=O)c1cccc([N+](=O)[O-])c1 (stereo not drawn)	0	1.3	-7	-1	-41	i	-3	i	3	-3
COC(=O)c1c(NC(=O)COC(=O)c2ccccn2)sc(C)c1C	2	-0.8	-3	2	6	i	10	i	4	0
FC(F)(F)c1cc(Cl)c2nc(-c3ccco3)c(Cc3ccccc3C(F)(F)F)n2c1	.	-1.3	43*	.	7	.	.	i	.	17
COc1ccc(NC(=O)CNC(=O)C23CC4CC(CC(C4)C2)C3)c(OC)c1	-2	-0.7	-5	-1	-6	i	-5	i	1	-3
Cc1ccc([C@H]2N[C@]3(CCCN(Cc4ccc(Cl)cc4)C3=O)[C@H]3C(=O)N(Cc4ccccc4)C(=O)[C@@H]23)cc1	-1	1.7	11	0	5	i	.	i	1	3
COc1ccc(C)cc1NC(=O)CNC(c1ccccc1)c1ccccc1	2	5.8	0	1	0	i	-10	i	-2	2
CCOC(=O)[C@@H]1[C@H]2COc3ccccc3[C@@H]2N2C(=O)N(c3cccc(Cl)c3)C(=O)[C@]12C	-1	-0.2	-10	-1	5	i	-6	i	4	3
O=C(COC(=O)CCC(=O)c1ccc(Cl)cc1)NCc1ccco1	31	2.9	3	0	4	i	50	i	-4	13

Entries of single compounds as entered above:
`CCOC(=O)[C@@H]1[C@H]2COc3ccccc3[C@@H]2N2C(=O)N(c3cccc(Cl)c3)C(=O)[C@]12C` across the screens: DNMT1 inh: -1; LMPTP inh: -0.2; NadD inh: -10; STEP inh: -1; SUMO1-SIM PPI: 5; Rpn11 block: i; Scp1 inh: -6; Neddylation inh: i; Rin1-Abl PPI inh: 4; CSN inh: 3
`Cc1cccc(NC(=O)COC(=O)c2cccs2)c1C` across the screens: DNMT1 inh: 2; LMPTP inh: -1.3; NadD inh: -2; STEP inh: 2; SUMO1-SIM PPI: -1; Rpn11 block: i; Scp1 inh: -5; Neddylation inh: i; Rin1-Abl PPI inh: 1; CSN inh: -2

The listing continues:
SMILES	DNMT1 inh	LMPTP inh	NadD inh	STEP inh	SUMO1-SIM PPI	Rpn11 block	Scp1 inh	Neddylation inh	Rin1-Abl PPI inh	CSN inh
CCCN1CCC(NC(=S)Nc2ccc(OC)c(OC)c2)CC1	-2	-2.1	-2	10	-3	i	-1	i	2	1
O=S1(=O)CC(N2CCN(Cc3ccccc3F)CC2)CN1Cc1cn(Cc2ccccc2)nn1 (stereo not drawn)	.	-1.1	-5	.	-1	.	.	i	.	-5
Cc1cccc(C)c1NC(=O)CNC(=O)C(C)N1CCN(c2cccc(Cl)c2)CC1 (stereo not drawn)	-5	-0.5	-2	-2	-3	i	-3	i	5	2
Cc1ccc(NC(=O)CCN2C(=O)C3CC=CCC3C2=O)cc1Cl (stereo not drawn)	2	0.1	4	-3	2	i	0	i	2	0
CCOC(=O)c1ccc(NC(=O)c2cc(F)c(F)cc2Cl)cc1	1	-0.4	-10	3	2	i	-15	i	1	-6
CCOC(=O)N1CCN(C(=O)C(CC(C)C)NS(=O)(=O)c2ccc(C)cc2)CC1 (stereo not drawn)	7	-0.6	1	2	-1	i	-7	i	0	-7
O=S(=O)(NCc1ccccc1Cl)c1ccc(-n2cccn2)cc1	1	0.9	-10	-5	2	i	-8	i	2	3
Cc1cccc(C)c1C(O)c1ncc(-c2cccc(C(F)(F)F)c2)[nH]1 (stereo not drawn)	16	-0.2	-3	-1	3	i	.	i	-6	-2
O=C(CSc1ncnc2c1cnn2-c1ccccc1)NC1CCS(=O)(=O)C1 (stereo not drawn)	4	0.0	-5	1	-9	i	-8	i	-4	-5
CC(OC(=O)c1ccccc1NS(=O)(=O)c1cccc(C(F)(F)F)c1)C(=O)N(C)Cc1ccccc1 (stereo not drawn)	-1	5.7	-1	2	-1	i	-22	i	-1	-1
COc1ccc(N2CCN(C(=S)NC(=O)c3cccs3)CC2)c([N+](=O)[O-])c1	-3	1.5	-2	2	-23	i	-16	i	0	3
CC(C)OC(=O)c1cc2c(=O)[nH]c(C(Cl)(Cl)Cl)nc2o1	0	-1.2	8	-1	-4	i	2	i	5	-2
CCN1CCN(C(c2ccccc2)c2sc3nc(C)nn3c2O)CC1 (stereo not drawn)	3	-2.0	5	0	-2	i	-7	i	-2	-4
COc1cc2c(N3CCOCC3)cc(O)c(CC(=O)Nc3ccccc3)c2cc1OC	-6	0.8	8	0	1	i	-2	.	-1	-2
O=C1C2CCCN2C(=O)N1CCCCN1CCN(c2ccc(F)cc2)CC1 (stereo not drawn)	-3	-4.9	-1	0	-1	i	-8	i	-3	0
CCOC(=O)c1c(NC(=O)C(=O)N/N=C/c2ccc(O)c(OC)c2)sc2c1CCCCC2	-12	2.8	32*	1	3	i	0	i	-3	-3
O=C(CCCCCN1C(=O)CCC1=O)Nc1ccc(Br)cc1F	1	0.1	7	2	-2	i	0	i	0	9
COC(=O)C1=C(N)OC2=C(C(=O)CC(C)(C)C2)C1c1ccccc1OCC#N (stereo not drawn)	-2	-0.9	4	1	1	i	-3	i	1	5
CN(C)CC(=O)N1CCc2ccccc2C1	-1	0.6	-5	2	3	i	0	i	-1	-2
Oc1ccc(NCc2ccccc2OCc2ccccc2F)cc1	-42	16	7	10	59*	i	-6	i	-1	32
O=C(NCCc1nc2ccc(Cl)cc2[nH]1)C1CCC(=O)N(Cc2cccc(F)c2)C1 (stereo not drawn)	0	0.0	-14	-2	1	i	-7	i	-1	-5
COC(=O)Nc1ccc2c(c1)N(C(=O)CCN1CCOCC1)c1ccccc1S2	11	-1.0	-5	-2	0	i	1	i	0	4
Cc1ccc(S(C)(=O)=O)cc1C(=O)N1CC(C(N)=O)Oc2ccccc21 (stereo not drawn)	3	0.5	-2	2	-3	i	-2	i	0	2
COC(=O)CNc1ccc2c(c1)OCO2	-6	2.1	10	-3	-6	i	-7	i	2	-43
CCC(=O)NC(c1ccc([N+](=O)[O-])cc1)c1c(O)ccc2ccccc12 (stereo not drawn)	-9	1.2	-10	-1	-4	i	-9	i	2	-1
CNC(=O)c1cc(C(=O)c2ccccc2C(F)(F)F)c[nH]1	0	0.0	-7	-3	-3	i	-11	i	2	-1
C[n+]1c2n(c3ccccc31)N=C(c1ccccc1)CS2	-11&-3	0.4&-0.9	3&4	5&-2	-8&-15	i	-9&-1	i	-2&-1	5&2
O=C(O)c1c(Cl)c(Cl)c(Cl)c(Cl)c1C(=O)N1CCOCC1	3	-1.3	-3	2	5	i	-3	i	2	-5
